FBW7 act: human FBW7 E3 ligase activation, primary screen; normalized activity (activation), % at 26.1 µM; AID 1259310; hit rate 0.13% among 650,000; AlphaScreen FBW7–phospho-cyclin E peptide binding, activator screen; Q969H0; in the data active = normalized activity above about 1.9%;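 note: purified mutant Fbw7 with reduced substrate affinity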
Target sequence (Q969H0 whole entry, looked up): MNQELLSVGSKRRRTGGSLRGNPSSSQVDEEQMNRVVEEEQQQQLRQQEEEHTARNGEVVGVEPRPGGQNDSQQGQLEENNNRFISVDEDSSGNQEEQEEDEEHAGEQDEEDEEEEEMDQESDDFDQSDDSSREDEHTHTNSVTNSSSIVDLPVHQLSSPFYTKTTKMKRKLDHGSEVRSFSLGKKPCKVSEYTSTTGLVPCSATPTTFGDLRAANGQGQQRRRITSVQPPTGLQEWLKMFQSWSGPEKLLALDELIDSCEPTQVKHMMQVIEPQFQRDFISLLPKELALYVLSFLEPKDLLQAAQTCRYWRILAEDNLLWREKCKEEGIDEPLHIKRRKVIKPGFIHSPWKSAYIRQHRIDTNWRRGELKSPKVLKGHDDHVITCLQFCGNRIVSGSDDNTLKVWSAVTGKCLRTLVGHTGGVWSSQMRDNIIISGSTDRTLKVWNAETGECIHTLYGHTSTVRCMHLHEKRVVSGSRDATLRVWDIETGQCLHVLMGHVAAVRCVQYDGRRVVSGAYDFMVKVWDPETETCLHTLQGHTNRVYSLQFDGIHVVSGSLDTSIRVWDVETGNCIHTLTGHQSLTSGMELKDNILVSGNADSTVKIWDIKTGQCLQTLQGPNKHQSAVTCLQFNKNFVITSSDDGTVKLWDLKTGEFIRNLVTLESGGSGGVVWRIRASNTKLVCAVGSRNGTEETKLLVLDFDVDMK
MITF primary: blocks human microphthalmia-associated transcription factor. AID 1259374. AlphaScreen MITF homodimerization, bead proximity signal. hit rate 0.91% among 650,000. inhibition, % at 2.6 µM. O75030; in the data active = inhibition above about 50%;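 note: 0% = vehicle wells with protein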
TEAD-YAP block: TEAD-YAP interaction inhibition | HEK-TIYL cells, TEAD-Gal4/YAP UAS-luciferase luminescence | inhibition, % at 9.12 µM | hit rate 1.4% among 640,000 | AID 1259422; in the data active = inhibition above about 32%;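 note: 0% = median of test compound wells and 100% = reference inhibitor wells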
GPR151 ag: human GPR151 activation. PathHunter beta-arrestin GPR151 cells, luminescence. Q8TDV0. AID 1508602. hit rate 1% among 650,000. activation, % at 11.2 µM; in the data active = activation above about 4.9%;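 note: 0% = median of compound wells and 100% = cells with positive control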
The depositor's hits bear a star.

compound	FBW7 act	MITF primary	TEAD-YAP block	GPR151 ag
N#Cc1c(NC(=O)c2ccc(Cl)cc2)sc2c1CCC2	0.1	-6	-10	-1.1
CCCCOC(=O)C1=C(C)Nc2ncnn2C1c1cccc(F)c1 (stereo not drawn)	0.2	10	5	2.6
CCOC(=O)C1=C(C)N=C2SCCC(=O)N2C1c1cc(Br)ccc1OC (stereo not drawn)	0.0	3	7	0.1
CC(C)(C)c1ccc(C2=N/C(=C\c3ccc(Cl)cc3)C(=O)O2)cc1	0.0	-3	8	2.2
CN(C(=O)Cn1c(=O)oc2ccccc21)c1ccc(Br)cc1	0.8	-3	-2	-0.7
COC(=O)C(CCSC)NC(=O)c1cc2c(n(-c3ccccc3)c1=O)CCCC2=O (stereo not drawn)	0.0	-8	2	0.1
Nc1ccccc1C(=O)N/N=C\c1ccc(-c2ccc(Cl)cc2)o1	0.0	-12	-27	0.0
Cc1sc(-n2c(C)ccc2C)c(C(=O)O)c1C	-0.2	14	3	2.5

4 entries from above, with each value named:
SMILES: N#Cc1c(NC(=O)c2ccc(Cl)cc2)sc2c1CCC2
  FBW7 act = 0.1	MITF primary = -6	TEAD-YAP block = -10	GPR151 ag = -1.1

SMILES: CCCCOC(=O)C1=C(C)Nc2ncnn2C1c1cccc(F)c1 (stereo not drawn)
  FBW7 act = 0.2	MITF primary = 10	TEAD-YAP block = 5	GPR151 ag = 2.6

SMILES: CCOC(=O)C1=C(C)N=C2SCCC(=O)N2C1c1cc(Br)ccc1OC (stereo not drawn)
  FBW7 act = 0.0	MITF primary = 3	TEAD-YAP block = 7	GPR151 ag = 0.1

SMILES: CC(C)(C)c1ccc(C2=N/C(=C\c3ccc(Cl)cc3)C(=O)O2)cc1
  FBW7 act = 0.0	MITF primary = -3	TEAD-YAP block = 8	GPR151 ag = 2.2

Additional compounds follow:
compound	FBW7 act	MITF primary	TEAD-YAP block	GPR151 ag
COc1ccc(N2C(=O)/C(=C\c3cc(OC)c(OC)c(OC)c3)C(=O)NC2=S)cc1	-0.2	13	-2	-1.5
O=C(NCc1ccccc1)c1cc(S(=O)(=O)N2CCC3(CC2)OCCO3)ccc1F	0.1	0	0	-1.3
CCOC(=O)c1c(-c2ccccc2)oc2c1cc(OC(=O)c1cc(OC)c(OC)c(OC)c1)c1ccccc12	0.2	1	17	0.6
O=C1c2cccnc2C(O)N1Cc1ccco1 (stereo not drawn)	0.1	12	9	-1.4
CS(=O)(=O)c1ccc2ccn(OCC(=O)N3CCc4ccccc43)c2c1	-0.1	-9	1	-1.2
COc1cc(/C=C2\C(=O)NN(c3ccc(Br)cc3)C2=O)cc(OC)c1OC	0.2	21	-5	0.2
COc1ccc(N2CCN(C(=O)Cc3ccccc3)CC2)cc1	-0.2	2	10	-0.2
COc1ccccc1C(=O)Nc1ccccc1Sc1ncnc2sc3c(c12)CCCC3	0.5	6	5	-1.0
Cn1c(N2CCC(C(=O)NCCCN3CCCC3=O)CC2)nc2ccccc21	0.2	6	-12	0.1
Cc1ccc(C2C(C#N)=C(N)Oc3ccc4ccccc4c32)cc1 (stereo not drawn)	0.1	11	20	-0.8
CC1=NN2C(=N)/C(=C/c3ccc(OCCOc4cc(C)ccc4C)cc3)C(=O)N=C2S1	0.3	3	-4	0.5
O=C(c1ccc(SCc2ccccc2F)c([N+](=O)[O-])c1)N1CCCC1	0.0	4	-3	0.9
COc1cc(C(=O)Nc2cc(Cl)ccc2N2CCOCC2)cc(OC)c1OC	0.1	13	9	-0.3
C/C(=N\NC(=O)c1ccccn1)c1ccc2ccccc2c1	-0.4	-2	-9	-3.1
COc1ccc(/C=N/n2c(C)cc(C)c(C#N)c2=O)c2ccccc12	0.1	3	-10	0.4
COC(=O)c1cc(-c2ccccc2)c2c(=O)n(C)c(=O)n(C)c2n1	0.1	18	3	0.8
O=S(=O)(c1cccc(-c2n[nH]c(=S)n2C2CCCCCC2)c1)N1CCOCC1	-0.2	2	7	0.8
CCOC(=O)c1ccc(-c2coc3cc(OC(C)C(=O)OCC)ccc3c2=O)o1 (stereo not drawn)	0.0	-4	8	-0.8
Cc1ccccc1C(=O)NCCSc1ccccc1	0.2	12	-40	-2.8
C=C(C)COc1ccc2c(=O)c(Oc3ccc(OC)cc3)coc2c1	0.6	-18	-28	-1.4
COc1ccc(NC(=S)NC2CC3CCC2C3)cc1OC (stereo not drawn)	0.0	4	6	1.5
O=C1CCCN1CCCNc1nc(-c2csc3ccccc23)nc2c1ncn2-c1ccsc1	0.3	8	12	0.9
Cc1ccc(C(=O)N(c2ccc(C)cc2)c2nc(-c3ccc(Cl)c(Cl)c3)cs2)cc1	0.1	3	-12	0.0
Cc1ccc(NC(=O)Cn2cnc3sc(C(=O)N4CCN(Cc5ccccc5)CC4)c(C)c3c2=O)cc1Cl	0.3	8	2	-0.1
CCN(CC(=O)Nc1c(F)cccc1F)C(=O)c1ccccc1F	0.0	-7	0	-0.3
O=C(O)/C(=C\c1ccccc1)c1cccs1	0.2	-100	5	1.4
COC(=O)c1cc(S(=O)(=O)Nc2cccc3c2CCCC3)c[nH]1	-0.1	-8	10	2.2
CC(=O)NC(=S)NNC(=O)c1ccccc1OCc1ccccc1	-0.6	0	63*	-1.9
O=C(CN1CCC(O)(c2ccccn2)CC1)Nc1cccc(F)c1	0.0	4	5	1.3
O=C(NC1CCN(C(=O)Nc2ccccc2C(F)(F)F)CC1)c1cccc([N+](=O)[O-])c1	-0.1	-5	4	-1.9
O=C1C2C3CCC(C3)C2C(=O)N1c1cc([N+](=O)[O-])ccc1F (stereo not drawn)	0.1	13	0	-0.5
CCN1CCN(c2ccc3cccc(-c4cccs4)c3n2)CC1	0.3	-13	8	4.3
Cc1ccccc1OCC(=O)NNC(=O)c1ccc([N+](=O)[O-])cc1Cl	-0.1	3	-2	0.6
CCCn1cc(SC(C)C(=O)Nc2sc3c(c2C(=O)OCC)CCC3)c2ccccc21 (stereo not drawn)	0.1	12	-10	0.7
O=C(Nc1cncc(-c2ccncc2)c1)C1COc2ccccc2O1 (stereo not drawn)	0.9	17	-6	-1.3
CCN(CC)c1ccc(NC(=O)c2cc3ccccc3oc2=O)cc1	1.1	16	-40	0.2
CNC(=S)Nc1cccc(S(=O)(=O)NCc2ccco2)c1	-0.3	-3	-5	-0.5
O=C(NCCc1ccc(O)cc1)c1cccc(Nc2nccc3ccccc23)c1	-0.1	8	8	2.1
Cc1cc(N2CCCCC2)nc2ccc(NC(=O)C3CCCO3)cc12 (stereo not drawn)	0.6	12	-91	-0.8
CCC(C)NC(=O)c1csc2c1CCCCC2 (stereo not drawn)	-0.1	0	-12	1.5
CCN(CC)C(=O)C1C(=O)NC2(C)CC1c1ccccc1O2 (stereo not drawn)	0.3	13	1	-2.6
CC(=O)NC(C)C(c1cccs1)N1CCN(c2ccccc2)CC1 (stereo not drawn)	0.0	3	8	1.2
Nc1nc(NCCN2CCOCC2)cc(NCCN2CCOCC2)n1	-0.1	-5	4	0.5
Cc1cc(NC2CCCCCC2)n2ncnc2n1	-0.1	9	2	0.7
CCOC(=O)c1ccc(C)c(S(=O)(=O)Nc2cccc(C)c2)c1	0.1	9	-7	0.3
c1ccc(CNc2nc(NCCN3CCOCC3)nc3c2ncn3-c2ccccc2)cc1	-0.1	1	4	3.2
O=C(CSc1ccccn1)N/N=C/c1cccc(I)c1	0.0	-6	6	1.8
COCCNc1nnc(SCc2nc3scc(-c4ccccc4)c3c(=O)[nH]2)s1	0.1	9	-1	-1.8
O=[N+]([O-])c1cccc(C2CC(c3ccccc3OC(F)F)n3ncnc3N2)c1 (stereo not drawn)	0.1	4	1	-1.4
CCOCCn1c(=O)c2c(nc3n(Cc4ccco4)c(C)cn23)n(C)c1=O	-0.4	3	-5	-1.1
O=C(CN1CCN(C2CCCCC2)CC1)Nc1ccc(C(=O)N2CCOCC2)cc1	1.1	56*	-1	-0.8
O=C(NC1CCCCC1)N1c2ccccc2CCc2ccccc21	-0.1	1	2	-0.7
CCOCCCNC(C)c1ccncc1 (stereo not drawn)	0.0	-2	-9	1.6
CC1=NOC(=O)/C1=C/c1ccccc1O	0.0	55*	-5	0.2
COc1cccc(-c2ccc(NC(=O)C3CCCN(Cc4ccc(CO)o4)C3)cc2)c1 (stereo not drawn)	0.2	13	-1	-1.8
O=c1/c(=C/c2cccs2)sc2nc(-c3ccccc3)nn12	0.1	-8	8	-0.4

The listing continues.
The line under a structure holds: FBW7 act, MITF primary, TEAD-YAP block, GPR151 ag
Oc1ccccc1CNC1CCCCC1
  -0.1, 14, -1, 0.3
C=C(C)Cn1c(SCC(=O)Nc2nccs2)nc2sc3c(c2c1=O)CCC3
  -0.2, 1, -5, -0.2
CCCCOc1ccc(C(=O)Nc2nc3c(s2)C(=O)CC(C)(C)C3)cc1
  -0.1, -8, 2, 0.9
CCn1ccnc1CN(C)Cc1c(C(=O)N2CCCCCCC2)nc2ccc(Cl)cn12
  -0.1, 10, -37, 1.9
C=CCNCCC1CCC(=O)N1CCc1ccccc1Cl (stereo not drawn)
  -0.1, 7, 15, -0.1
Clc1ccc(Nc2nc(-c3ccncc3)cs2)c(Cl)c1
  0.1, 10, -76, -1.0
CN(C(=O)CN1CCC(c2nc3ccccc3s2)CC1)C1CCCCC1
  0.0, 0, 11, 0.6
O=C1CSC(c2cc3c(cc2[N+](=O)[O-])OCO3)N1c1cccc(C(F)(F)F)c1 (stereo not drawn)
  -0.1, 1, 3, 0.2
CCCCCC1CC(CC(C)C(=O)Nc2nncs2)C(=O)O1 (stereo not drawn)
  0.1, 9, -8, 1.8
Cc1nnc(SCc2ccc(OCC(C)C)cc2)n1N
  0.1, 2, -24, 0.5
O=C(Nc1nnc(-c2ccncc2)o1)c1cccc(Cl)c1
  0.7, 4, 1, 0.8
O=C(CCC(=O)OCN1C(=O)c2ccccc2C1=O)NCc1ccccc1
  -0.1, -2, -3, 0.4
CSc1ccc(Cl)c(C(=O)OC(C)C(N)=O)c1 (stereo not drawn)
  -0.2, -8, 1, 0.0
O=C(O)C(NS(=O)(=O)c1ccc(Cl)cc1)c1ccc(Cl)cc1 (stereo not drawn)
  -0.1, 0, 8, 0.2
COc1ccc(-n2c(O)c(C=Nc3cccc(N(C)C)c3)c(=O)[nH]c2=S)cc1
  0.1, 9, 7, -0.3
Nn1nnc(-c2ccccc2)c1-c1ccccc1
  0.2, -9, 13, 0.7
CN(C)/C=N/C1=C(C#N)C(c2ccc3c(c2)OCO3)c2ccc3ccccc3c2O1 (stereo not drawn)
  0.0, -7, 45*, 0.9
O=C(/C=C/c1ccco1)Nc1ccc2[nH]c(=O)[nH]c2c1
  0.2, 1, 4, -1.6
CCOc1ccc(C(=O)Nc2sc3c(c2C#N)CCCC3)cc1
  0.0, -1, -8, 0.6
Cc1cccc(N2C(=O)c3cccc4c(N)ccc(c34)C2=O)c1
  1.3, 5, -3, -0.5
CCC1Oc2ccc(C(=O)n3nc(C)cc3C)cc2N(CC(=O)C(C)(C)C)C1=O (stereo not drawn)
  0.1, 13, 1, -1.7
CCCCOc1ccc(C(=O)O)cc1OCC
  0.0, -4, 0, 0.3
O=C(Cc1cn(-c2ccc(Nc3nccc4ccccc34)nn2)c2ccccc12)NCCN1CCOCC1
  0.5, 20, -3, -0.8
Cc1c(Nc2c3c(c(C#N)c4nc5ccccc5n24)CCC3)c(=O)n(-c2ccccc2)n1C
  0.6, -5, 4, 0.5
CCCn1nnnc1SCC(=O)Nc1cccc(NC(=O)c2ccco2)c1
  0.0, 7, -9, -1.0
Cc1ccc(CN2CCOc3ccc(CN4CCN(CCO)CC4)cc3C2)cc1C
  0.2, 9, -11, 0.5
CN1C(=O)CC(CC(=O)N2CCCC(C(=O)c3nccn3C)C2)(c2ccccc2F)C1=O (stereo not drawn)
  0.0, -14, -6, 0.3
COC(=O)C1=CN(C)C=C(C(=O)OC)C1c1cc2c(cc1Cl)OCO2
  0.1, 17, 0, 0.6
Cc1c(NC(=O)Cc2n[nH]c(=O)c3ccccc23)c(=O)n(-c2ccccc2)n1C
  -0.1, -12, 7, -0.9
COCCNC(=O)c1cccc(OC2CCN(Cc3ccsc3)CC2)c1
  -0.1, 1, 10, -0.3
CCOC(=O)c1[nH]c(C=O)c(Br)c1C
  0.1, 1, 20, 1.0
Cc1cccc(NC(=O)N2CCC(CN3CCCC3)CC2)c1
  0.1, -13, -5, -0.7
CCC(=O)Oc1cc2oc(CC)c(-c3ccc4c(c3)OCCCO4)c(=O)c2cc1CC
  0.0, -1, 1, 0.4
CCn1nnc2c(SCC(=O)NCCc3ccccc3)ncnc21
  0.3, 1, 5, -1.0
c1c2c(cc3sc(N4CCCC4)nc13)OCCO2
  -0.1, -1, 72*, -8.0
CN(Cc1cccs1)C(=O)CC1(c2ccccc2F)CC(=O)N(C)C1=O (stereo not drawn)
  0.0, 12, 5, -1.0
COc1ccc(/C=C(/NC(=O)c2cc(OC)c(OC)c(OC)c2)C(=O)O)c(OC)c1
  0.2, 9, 7, -1.2
CN(Cc1ccon1)Cc1c(C(=O)N2CCN(C3CCCCC3)CC2)nc2ccccn12
  0.1, 9, -15, 0.5

Full records, quoted from the list. Order of screens: FBW7 act, MITF primary, TEAD-YAP block, GPR151 ag
`COCCNC(=O)c1cccc(OC2CCN(Cc3ccsc3)CC2)c1` reads -0.1, 1, 10, -0.3
`Cc1c(NC(=O)Cc2n[nH]c(=O)c3ccccc23)c(=O)n(-c2ccccc2)n1C` reads -0.1, -12, 7, -0.9
`c1c2c(cc3sc(N4CCCC4)nc13)OCCO2` reads -0.1, -1, 72*, -8.0

Compound activity as filed in PubChem.
